From PubChem BioAssay
Kir21 block: inhibitors of mouse Kir2.1 inward-rectifier potassium channel; Inward rectifier potassium channel 2 (Mus musculus), P35561; HEK293-Kir2.1, FluxOR thallium flux fluorescence; hits give low values; B-score at 10 µM; 310,000 tested, 0.85% active;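 active = fluorescence ratio B-score at or below minus 3 SD of library scores, with starting-brightness B-score within 2 SD, cut at about -4.2 in these data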;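 note: channel flux triggered by added potassium and thallium sulfate stimulus; B-score of peak minus minimum fluorescence over baseline after thallium stimulus; more negative B-score means stronger Kir2.1 block with less thallium influx; some compounds called inactive have numbers as strong as hits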
Target sequence (P35561 whole entry, looked up): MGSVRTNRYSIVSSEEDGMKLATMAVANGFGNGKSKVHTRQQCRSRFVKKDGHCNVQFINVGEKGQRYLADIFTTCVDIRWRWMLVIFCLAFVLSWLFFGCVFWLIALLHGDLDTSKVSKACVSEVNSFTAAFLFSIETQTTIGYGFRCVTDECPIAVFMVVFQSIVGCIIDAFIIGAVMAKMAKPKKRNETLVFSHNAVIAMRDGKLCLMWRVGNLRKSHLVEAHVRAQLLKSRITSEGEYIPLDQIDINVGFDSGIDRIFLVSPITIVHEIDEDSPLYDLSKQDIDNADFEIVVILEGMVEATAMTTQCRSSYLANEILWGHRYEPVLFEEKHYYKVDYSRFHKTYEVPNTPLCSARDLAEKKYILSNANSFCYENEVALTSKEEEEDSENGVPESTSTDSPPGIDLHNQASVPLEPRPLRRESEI
STK33 inh: inhibitors of purified STK33 kinase, primary screen, biochemical, ADP-Glo luminescence, homogeneous, cell-free | Serine/threonine-protein kinase 33 (Homo sapiens), Q9BYT3 | MBP phosphorylation | inhibition, % at 10 µM | 320,000 tested, 0.073% active | AID 2661, 2010;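 active = inhibition at or above 25%, using the most active replicate where run in duplicate; inactive = inhibition below 25%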
Target sequence (Q9BYT3 whole entry, looked up): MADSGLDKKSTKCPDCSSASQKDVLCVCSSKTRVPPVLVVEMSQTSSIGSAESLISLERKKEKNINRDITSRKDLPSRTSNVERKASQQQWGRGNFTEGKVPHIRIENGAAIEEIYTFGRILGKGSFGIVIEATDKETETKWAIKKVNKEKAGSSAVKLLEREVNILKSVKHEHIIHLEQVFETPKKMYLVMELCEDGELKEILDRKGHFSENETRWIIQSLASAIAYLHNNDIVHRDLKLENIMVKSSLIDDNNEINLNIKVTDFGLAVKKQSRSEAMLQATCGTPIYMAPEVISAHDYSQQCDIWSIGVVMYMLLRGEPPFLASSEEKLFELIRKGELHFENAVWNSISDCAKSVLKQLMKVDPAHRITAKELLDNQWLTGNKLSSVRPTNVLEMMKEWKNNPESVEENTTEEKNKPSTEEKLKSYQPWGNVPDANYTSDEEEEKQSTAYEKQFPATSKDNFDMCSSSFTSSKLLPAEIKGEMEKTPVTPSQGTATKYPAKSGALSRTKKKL
Active calls of the source: *; . = no result given.

SMILES | Kir21 block | STK33 inh
O=C(Cc1ccc(F)cc1)Nc1ccc(S(=O)(=O)N2CCCC2)cc1 | 0.41 | -2.5
C=CCc1cc(Cl)ccc1OCCN1CC(C)OC(C)C1 (stereo not given) | 1.98 | -0.7
Oc1ccc(Cl)cc1C1=Nc2ccccc2N=C(c2ccco2)C1 | -2.1 | -1.2
c1ccc(CSc2nc3ncccn3n2)cc1 | . | -0.5
O=C(/C=C/c1cccc2ccccc12)N1CCOCC1 | -0.85 | -1.1
CCOC(=O)Cn1nc(C)n(-c2cccc(Cl)c2)c1=O | 0.13 | -3.0
O=C(Nc1ccc(Cl)cc1)c1nc[nH]c1C(=O)NCCCCNC(=O)c1[nH]cnc1C(=O)Nc1ccc(Cl)cc1 | . | -1.2
COc1cc(OC)c(/C=N/NC(N)=S)cc1Br | 0.37 | 0.2
CNC(=S)N(CCc1c(C)[nH]c2ccc(C)cc12)Cc1cccnc1 | -1.37 | 0.1
C#CCN1C(=O)C(O)(c2c(C)[nH]c3ccccc23)c2ccccc21 (stereo not given) | 0.42 | 1.2
CCN(CC)CCCNC(=S)N1CCN(c2nc(-c3ccc(F)cc3)cs2)CC1 | -4.18 | -1.1
Cc1nc2c(Cl)cccc2[nH]1 | 1.1 | -2.7
Cc1[nH]c2ccccc2c1/C=N/Nc1nc(N2CCCCC2)nc(N2CCCCC2)n1 | 1.82 | 0.1
Cc1ccc(S(=O)(=O)Nc2nnc(C3CCCCC3)s2)cc1 | 0.78 | -1.8
Cc1cc(C)n(-c2ccc([N+](=O)[O-])cc2)n1 | 0.16 | 0.6
N#Cc1nc(-c2ccc(F)cc2)oc1N1CCC(C(N)=O)CC1 | -0.38 | 3.0
C=CCOC(=O)C1=C[C@H](c2ccc3c(c2)OCO3)C[C@H](OCCCCO)O1 | 1.33 | 0.1
Nn1c(SCC(=O)Nc2ccc3c(c2)OCCO3)nncc1=O | 0.27 | -2.1
CCOC(=O)N1CCN(C(=O)COC(=O)CSc2ccc([N+](=O)[O-])cc2)CC1 | 1.29e-15 | 1.3
COc1ccc(CCNC(=O)Cn2nnc(-c3ccc(N(C)C)cc3)n2)cc1OC | -1.18 | -0.7

The final 5 records of the part above open the next one.
SMILES | Kir21 block | STK33 inh
N#Cc1nc(-c2ccc(F)cc2)oc1N1CCC(C(N)=O)CC1 | -0.38 | 3.0
C=CCOC(=O)C1=C[C@H](c2ccc3c(c2)OCO3)C[C@H](OCCCCO)O1 | 1.33 | 0.1
Nn1c(SCC(=O)Nc2ccc3c(c2)OCCO3)nncc1=O | 0.27 | -2.1
CCOC(=O)N1CCN(C(=O)COC(=O)CSc2ccc([N+](=O)[O-])cc2)CC1 | 1.29e-15 | 1.3
COc1ccc(CCNC(=O)Cn2nnc(-c3ccc(N(C)C)cc3)n2)cc1OC | -1.18 | -0.7
O=C(CN1CCN(S(=O)(=O)c2ccc(Cl)s2)CC1)N1CCOCC1 | -0.62 | -1.1
CC(C)OCCCn1c(=O)c2ccccc2n2c(CCC(=O)NCc3ccccn3)nnc12 | 0.01 | 1.3
CN(C)c1ccc(C(=O)N2CCCC(N3CCN(Cc4ccc5c(c4)OCO5)CC3)C2)cc1 (stereo not given) | 1.05 | -0.2
CC(C)CNS(=O)(=O)c1ccc(CCC(=O)NC2CCCC2)cc1 | -0.48 | -2.1
COc1cc(OC)cc(C(=O)NCCCCNC(=O)c2cc(OC)cc(OC)c2)c1 | 0.27 | 0.6
CCC(C)(C(=O)NC1CCCC1)N(C(=O)CC1NC(=O)NC1=O)c1c(C)n(C)n(-c2ccccc2)c1=O (stereo not given) | 1.12 | -1.5
O=C(NCC(c1ccco1)N1CCCCC1)c1ccc(COc2ccccc2)cc1 (stereo not given) | 0.02 | 0.2
COc1cccc(OCCNS(=O)(=O)c2ccccc2[N+](=O)[O-])c1 | . | -2.7
O=C1OCCC1Sc1nnc(-c2ccc(Cl)cc2)n1Cc1ccccc1 (stereo not given) | 0 | -1.2
O=C(NCc1cccnc1)c1cnc2ccccc2n1 | -1.21 | -1.4
O=C(NC1CC1)c1cc2cc(Br)ccc2s1 | 0.59 | -0.7
CC1CCCN(S(=O)(=O)c2ccc3oc(=O)ccc3c2)C1 (stereo not given) | 0.03 | -0.6
CC(C)Oc1cccc(C(=O)NC(=S)NCc2cccnc2)c1 | -0.07 | 1.0
O=C(Cc1c(Sc2ccccc2)c2ccccc2n1Cc1ccccc1)NCCO | 0.55 | -2.0
Cc1cc(C)nc(SCc2nnc(SCC(=O)Nc3ncc(C)s3)n2Cc2ccco2)n1 | -0.69 | 0.1
C[C@H](CO)N1C[C@H](C)[C@@H](CN(C)C(=O)Nc2ccccc2)Oc2c(cccc2N(C)C)C1=O | . | -2.4
O=C(CSc1ccc2c(c1)OCCO2)Nc1cccnc1Cl | -0.55 | -0.6
CN(C)C(CNC(=O)c1ccc(S(=O)(=O)N(C)C)cc1)Cc1ccccc1 (stereo not given) | -1.36 | -0.9
O=C(Nc1ccccc1C(=O)NCCN1CCOCC1)c1ccc(Cl)cc1Cl | 0.29 | -1.3
Cc1ccc(NC(=O)COC(=O)Cc2ccsc2)c(C)c1 | 1.2 | -1.8
CC(=O)c1ccc(NC(=O)C(C)OC(=O)C2CCN(c3ccc(C(F)(F)F)cn3)CC2)cc1 (stereo not given) | -0.17 | -0.1
CN1C(=O)c2ccccc2C(O)c2ccccc21 (stereo not given) | 0.27 | -2.0
CCOCCCNC(=O)CN1CCN(Cc2ccccc2C)C1=O | -1.1 | -3.1
CC1CN(C(=O)CCC(=O)NC2CCN(Cc3ccccc3)CC2)c2ccccc2O1 (stereo not given) | 2.27 | -1.8
CC/C(C)=N/Nc1nc2sc3c(c2c(=O)[nH]1)CC(C)(C)OC3 | -1.13 | 2.5
COc1ccccc1CNCC(=O)Nc1ccc(C#N)cc1 | 1.57 | 0.7
CN/N=C/c1ccc(C#N)cc1 | -0.91 | 0.2
CCOC(=O)C1=C(C)NC(C)=C(C(=O)OCC)C1c1ccc(OC)cc1 | -0.1 | -0.2
O=C(NC(N1CCOCC1)C(Cl)(Cl)Cl)c1ccc(Br)cc1 (stereo not given) | -1.65 | -1.3
O=C(CSc1nnc2c(n1)[nH]c1ccccc12)NC1CCCCC1 | 0.05 | 4.9
COc1cc(OC)cc(-c2oc(=O)c3cc(OC)c(OC)cc3c2C#CCCO)c1 | . | 0.7
CCOC(=O)c1sc(NC(=O)CSc2nnc(Cc3ccccc3)o2)c(C#N)c1C | -1.95 | -0.9
CCOC(=O)NC(=O)COC(=O)c1cccc2ccccc12 | 0.92 | -0.2
Cc1ccc(CCN2C(=O)CCC2(C)C(=O)NC2CCCC2)cc1 (stereo not given) | . | 0.7
Cc1ccccc1N(C(=O)c1ccccn1)C(C(=O)NCc1ccccc1)c1cccnc1 (stereo not given) | -0.86 | -1.3
CC(/C=C/C1(O)C(C)CC(O)CC1(C)C)OC1OC(CO)C(O)C(O)C1O (stereo not given) | -0.57 | 0.1
CCOc1ccc(OCC)c(NC(=O)CCS(=O)(=O)c2ccc(C)cc2)c1 | 0.35 | -1.1
COc1ccc2[nH]cc(CC(=O)O)c2c1 | . | 1.9
CC1CCCN(c2cc3c(cc2[N+](=O)[O-])C(=O)N(c2ccccc2)C3=O)C1 (stereo not given) | 0.78 | -0.5
O=C(Nc1ccc2c(c1)Cc1ccccc1-2)c1cccnc1 | -0.46 | -0.6

Compounds shown so far that contain an aryl thioether with sulfur outside any ring (nine):
SMILES | Kir21 block | STK33 inh
c1ccc(CSc2nc3ncccn3n2)cc1 | . | -0.5
Nn1c(SCC(=O)Nc2ccc3c(c2)OCCO3)nncc1=O | 0.27 | -2.1
CCOC(=O)N1CCN(C(=O)COC(=O)CSc2ccc([N+](=O)[O-])cc2)CC1 | 1.29e-15 | 1.3
O=C1OCCC1Sc1nnc(-c2ccc(Cl)cc2)n1Cc1ccccc1 (stereo not given) | 0 | -1.2
O=C(Cc1c(Sc2ccccc2)c2ccccc2n1Cc1ccccc1)NCCO | 0.55 | -2.0
Cc1cc(C)nc(SCc2nnc(SCC(=O)Nc3ncc(C)s3)n2Cc2ccco2)n1 | -0.69 | 0.1
O=C(CSc1ccc2c(c1)OCCO2)Nc1cccnc1Cl | -0.55 | -0.6
O=C(CSc1nnc2c(n1)[nH]c1ccccc12)NC1CCCCC1 | 0.05 | 4.9
CCOC(=O)c1sc(NC(=O)CSc2nnc(Cc3ccccc3)o2)c(C#N)c1C | -1.95 | -0.9

Next compounds follow.
SMILES | Kir21 block | STK33 inh
O=C(NC1CC1)c1ccc(CSCc2ccccc2Cl)o1 | -1.91 | 0.5
O=C(Cc1ccccc1)Nc1nnc(-c2cccs2)s1 | 0.18 | -0.5
COC(=O)c1cc(NC(=O)c2cc(C(C)(C)C)nn2Cc2ccc(F)cc2)ccc1N1CCOCC1 | -1.04 | -1.4
COc1ccccc1N1CCN(C(=O)c2cc3c(=O)n4ccccc4nc3s2)CC1 | . | 1.7
C/C(=N/NC(=O)c1ccncc1)c1ccccc1 | 1.11 | 1.1
O=C(CSc1cccc[n+]1[O-])Nc1ccccc1C(F)(F)F | . | -0.6
Cc1ccc(CNS(=O)(=O)c2ccc3c(c2)NC(=O)C(C)S3)cc1 (stereo not given) | -1.34 | -1.0
O=C(CN1C2CCCC1CC(NC(=O)c1ccccc1)C2)Nc1ccccc1C(F)(F)F (stereo not given) | 0.18 | 0.6
CCOC(=O)c1c(C)nn(-c2ccc(NC(=O)c3c(C)noc3C)cc2)c1C | 3.25 | -0.1
CCCCN(c1ccccc1)S(=O)(=O)c1cccc2cccnc12 | -1.81 | -0.1
Cc1cccc(Nc2nc(N)c([N+](=O)[O-])c(N3CC(C)CC(C)C3)n2)c1 (stereo not given) | -1.95 | -0.7
O=C(Nc1cccnc1)c1ccc(-c2ccc(Cl)cc2)o1 | 1.5 | 2.4
CC(C)(C)[C@H]1C=C(C(=O)NCc2nc3ccccc3[nH]2)O[C@@H](OCCCCO)C1 | -0.57 | -0.3
CCOc1ccccc1C(=O)NC(C(=O)Nc1ccccc1N1CCOCC1)C(C)C (stereo not given) | -0.8 | -0.5
O=C(c1ccc(F)cc1)N1CCC(C(=O)N2CCN(Cc3ccc4c(c3)OCO4)CC2)CC1 | -0.73 | -1.4
O=C(CCc1ccccc1)NC(=S)Nc1ccc2c(c1)C(=O)OC2 | 0.13 | 0.1
OC(CSc1c(Cl)cccc1Cl)CN1CCN(c2ccc(F)cc2)CC1 (stereo not given) | -1.27 | -0.9
Cn1c(=O)c2sccc2n2c(CCCC(=O)N3CCCCC3)nnc12 | -0.97 | -3.8
Cn1nnnc1P(=O)(c1ccccc1)c1ccccc1 | -0.73 | -0.4
CCCCC(=O)c1ccc(O)cc1 | -0.82 | 0.1
COC(=O)c1ccc(N=CC2=C(O)CC(c3ccccc3)CC2=O)cc1 (stereo not given) | 0.31 | -0.5
COc1ccccc1-c1cc(C(=O)NCc2ccccc2)no1 | 0.02 | 0.8
Cc1cc(C)nc(NNC2=CC(=O)CC(C)(C)C2)n1 | 1.62 | -2.0
O=C(COc1ccccc1N1C(=O)c2ccccc2C1=O)c1ccc(Cl)cc1 | 0.91 | -0.7
COc1ccccc1NC(=S)N(CCc1c(C)[nH]c2ccccc12)Cc1cccs1 | 0 | -2.7
CN(C)CCCN(C(=O)c1ccc(S(=O)(=O)N(C)Cc2ccccc2)cc1)c1nc2cc3c(cc2s1)OCO3 | 0.65 | 0.8
COc1ccccc1N1CCN(C(=O)CN(Cc2ccc(Cl)cc2)S(C)(=O)=O)CC1 | -0.74 | -0.3
CCOc1ccc(C(=O)Nc2c3c(nn2-c2ccccc2)CS(=O)(=O)C3)cc1 | 2.17 | -3.2
COc1cccc(C(C(=O)NCc2ccco2)N(Cc2ccco2)C(=O)Cn2nnc3ccccc32)c1 (stereo not given) | 0.07 | -1.4
Cc1ccc2c(Cl)cc(Cl)c(OCC(=O)NC3CCS(=O)(=O)C3)c2n1 (stereo not given) | 0.6 | -1.3
Brc1ccc(-c2nnc(-c3ccccc3)c(N3CCSCC3)n2)cc1 | -0.51 | 0.0
Cc1cccnc1NC(=O)c1ccc(OCc2c(C)noc2C)cc1 | 0 | -5.4
CCCOc1ccc2oc(=O)c3c(c2c1)CCCN3C(=O)CN1CCCC(C(=O)OCC)C1 (stereo not given) | -0.45 | .
c1ccc(CSc2nnc3ccc(-c4cccs4)nn23)nc1 | -1.63 | -0.1
O=C(Nc1cccnc1)Nc1cccc([N+](=O)[O-])c1 | -0.11 | .
COc1ccc(C(=O)COC(=O)c2ccc([N+](=O)[O-])s2)cc1OC | . | 0.5
Cc1cn(-c2cc(NC(=O)c3ccc(C)c(NC(=O)c4cccc(-c5cn[nH]c(=O)c5)c4)c3)cc(C(F)(F)F)c2)cn1 | 0.82 | -1.1
Cc1[nH]c(C)c(S(=O)(=O)N(Cc2ccccc2)C(C)C)c1C(=O)N1CCCC1 | 1.76 | 4.5
CSCC[C@H](NC(=O)OC(C)(C)C)C(=O)N/N=C/c1c(C)[nH]c(=O)[nH]c1=O | 0.02 | -2.0
COc1ccc(/C(C)=N/NC(=O)C2C3CCCCC32)c(OC)c1 (stereo not given) | -0.01 | -0.9
O=S(=O)(c1ccc(Br)c2ccccc12)N1CCOCC1 | -0.84 | .
COc1cccc(CN2CCN(Cc3ccc(O)c(OC)c3)CC2CCO)c1 (stereo not given) | -1.5 | -1.1
CCOC(=O)Cc1csc(NC(=O)Nc2cccc(Cl)c2)n1 | 0.11 | .
O=S(=O)(c1ccc(NC2CCCc3ccccc32)nc1)N1CCOCC1 (stereo not given) | -0.42 | -0.7
COc1ccc(NC(=O)c2sc(SC)nc2N)cc1 | 0.47 | -0.6
C=CCn1c(-c2csc(-c3ccc(OC)c(OC)c3)n2)n[nH]c1=S | 0.39 | 0.9
CO/N=C(/C)CCS(=O)(=O)c1ccccc1 | -1.03 | 0.8
CCN1C(=O)CSc2ccc(C(=O)NCc3ccco3)cc21 | 1.52 | 1.9
